NADH coupling – inhibitors of enzymes used to reach an NAD/NADH endpoint; coupled PK/LDH NADH assays, four targets; IC50, µM (series often up to 10 µM), for the others: top-dose inhibition; actives 0.02% (n = 65,000);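 active means single-dose screening hits from any of four coupled enzyme assays that gave an IC50 when retested across doses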;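 further: the DPM-DC format reads NADH fluorescence rather than 340 nm absorbance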
TNAP act DEA – activators of human TNAP at intermediate phosphate acceptor; purified TNAP, CDP-star luminescence, 100 mM DEA, 30 min; stronger effect = higher value; scale: 0 levamisole-inhibited, 1 vehicle-only enzyme; P05186; AID 813; activation factor at 20 µM; 64,000 tested, under 10 active;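 active means activation factor of at least 2 at 20 µM, relative to controls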
MMP13 inh – inhibitors of human MMP13; actives 0.07% (n = 65,000); P45452; inhibition, % at 4 µM; MMP-13 fTHP FRET cleavage, Mca fluorescence; AID 570;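 active means inhibition above the mean of compound-free control plate wells plus 3 SD, cut at about 14% in these data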;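 further: 0% = DMSO wells and 100% = wells with reference MMP-13 inhibitor after basal subtraction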
RORA act – RORA (human) activation. activation, % at 10 µM. actives 1.5% (n = 65,000). CHO-K1 Gal4-RORA LBD luciferase reporter, luminescence; percent increase over mock-subtracted basal signal. AID 560. P35398;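 active means activation above the mean of all tested compounds plus 3 SD, cut at about 49% in these data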;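 further: 0% = DMSO-treated RORA cells and 100% = added signal equal to DMSO minus mock-transfected cells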
Target sequence (P35398 whole entry, looked up, the tested form may be a part): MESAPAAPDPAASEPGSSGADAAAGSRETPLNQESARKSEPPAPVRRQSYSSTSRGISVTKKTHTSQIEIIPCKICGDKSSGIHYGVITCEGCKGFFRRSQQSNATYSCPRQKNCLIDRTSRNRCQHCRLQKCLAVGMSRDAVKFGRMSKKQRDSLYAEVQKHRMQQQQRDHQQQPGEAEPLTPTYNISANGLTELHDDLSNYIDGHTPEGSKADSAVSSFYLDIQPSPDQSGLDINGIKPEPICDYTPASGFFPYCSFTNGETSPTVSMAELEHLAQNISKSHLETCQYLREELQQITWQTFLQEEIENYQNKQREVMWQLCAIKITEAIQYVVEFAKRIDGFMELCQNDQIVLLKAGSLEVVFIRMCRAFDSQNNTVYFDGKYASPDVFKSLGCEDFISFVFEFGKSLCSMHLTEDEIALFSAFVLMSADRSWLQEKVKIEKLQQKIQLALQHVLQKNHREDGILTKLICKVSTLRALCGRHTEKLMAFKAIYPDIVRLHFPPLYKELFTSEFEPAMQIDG
A340 absorber – absorbance at 340 nm; compound absorbance at 340 nm, fold over control; fold change at 10 µM; 65,000 tested, under 10 active; AID 708;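 active means at 10 µM dose, initial 340 nm absorbance at least 2 fold that of control wells; inactive means change under 2 fold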;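 further: initial absorbance extrapolated from kinetic A340 decline of NADH oxidation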
5-HT1A blocker – 5-HT1a (human) receptor antagonism | P08908 | CHO 5-HT1a Ga15 NFAT-bla reporter, antagonist mode | inhibition, % at 10 µM | actives 0.68% (n = 62,000);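 active means inhibition above the mean of all tested compounds plus 3 SD, cut at about 43% in these data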;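 further: receptor stimulated by 5-CT agonist at 100 nM near EC80; beta-lactamase reporter measured by ratiometric fluorescence of a cleavable substrate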
Autofluor 339 – intrinsic fluorescence of library compounds, ex339/em460 – biochemical, MLSMR library, data from DPM-DC assay, artefact control, profiling panel; compound autofluorescence, ex339/em460 nm, NADH buffer; stronger effect = higher value; 1 = no-compound wells, NADH background; AID 709; fluorescence fold increase at 10 µM; actives 5.5% (n = 65,000);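 active means at 10 µM, mean starting fluorescence two-fold or more over control wells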;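 further: signal is the first read of a kinetic run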
5HT1a ag – agonists of human 5-HT1a serotonin receptor; P08908; CHO 5-HT1a Ga15 NFAT-bla reporter, FRET ratio; 0% basal, 100% maximal reference agonist; activation, % at 10 µM; actives 0.56% (n = 65,000); AID 567;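 active means activation above the screen-wide mean activation plus 3 SD, cut at about 19% in these data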;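 further: 0% = DMSO wells and 100% = 5-CT at EC100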
SF-1 act – activates the human nuclear receptor SF-1 | activation, % at 10 µM | actives 1.9% (n = 65,000) | CHO-K1 Gal4-SF-1 LBD luciferase reporter; % increase over DMSO SF-1-specific signal | AID 522 | Q13285;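 active means activation above the mean activation of all tested compounds plus 3 SD, cut at about 50% in these data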
Target sequence (Q13285 whole entry, looked up, the tested form may be a part): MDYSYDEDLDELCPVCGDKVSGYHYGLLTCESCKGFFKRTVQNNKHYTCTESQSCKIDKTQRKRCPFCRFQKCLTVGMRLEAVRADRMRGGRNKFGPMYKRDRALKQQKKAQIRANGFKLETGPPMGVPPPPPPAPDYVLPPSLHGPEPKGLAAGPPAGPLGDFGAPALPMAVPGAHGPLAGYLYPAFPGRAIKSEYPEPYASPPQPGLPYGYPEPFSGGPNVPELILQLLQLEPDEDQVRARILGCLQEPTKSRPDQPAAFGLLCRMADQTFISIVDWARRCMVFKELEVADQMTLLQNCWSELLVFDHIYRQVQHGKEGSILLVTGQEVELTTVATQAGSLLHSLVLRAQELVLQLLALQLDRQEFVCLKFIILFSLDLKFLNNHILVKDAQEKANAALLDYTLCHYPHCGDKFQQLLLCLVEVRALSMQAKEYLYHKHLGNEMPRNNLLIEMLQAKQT
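material = CHO-K1 cells with Gal4–hSF-1 LBD chimera plus Gal4-driven luciferase | compound = 10 µM single point, 1% DMSO | incubation = 20 h compound exposure at 37 °C after 1 h cell settling | measured by = SteadyLite luciferase luminescence | evaluation = percent activation relative to DMSO median and mock-transfected background | control set = DMSO negative control and −SF1 background wells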
* = called active by the depositor; . = not tested or not shown; [ ] = dose if it differs, or a comment. No enrichment for hits; overall some 8.9% were active at least once.

Start of the data: the first 14 entries as a preview:
SMILES	NADH coupling	TNAP act DEA	MMP13 inh	RORA act	A340 absorber	5-HT1A blocker	Autofluor 339	5HT1a ag	SF-1 act
COC(=O)c1ccc(NC(=O)CCc2c(C)nc3ncnn3c2C)cc1	6%	0.9	-2	-16	1	1	1.1	-2.1	-8
COc1ccc(C(c2nnnn2Cc2cccs2)N2CCN(c3ccccc3F)CC2)cc1 (configuration not stated)	4%	0.9	-1	-17	0.98	32	1.1	-2.5	-2
COc1cc(OC)cc(C(=O)NC(C(=O)NCCN(C)C)C23CC4CC(CC(C4)C2)C3)c1 (configuration not stated)	5%	0.9	-4	21	1	12	1.1	-3.9	13
COCCNC(=O)C(c1ccc(F)cc1)N(Cc1ccco1)C(=O)CCC(=O)Nc1nccs1 (configuration not stated)	6%	0.9	-8	14	1.1	-21	1.1	-1.1	0
Cc1cc(C)nc(/N=C2/NC(=O)CS2)n1	3%	1	-1	23	1.1	-3	1.1	-0.4	13
N#Cc1c(N)nc2c(c1-c1ccncc1)CCCCC2	5%	0.8	3	-14	1	-2	1.5	-0.6	-6
COc1ccc(-c2noc(N(C)CC(=O)Nc3cccc(C(F)(F)F)c3)n2)cc1	2%	1	-2	52*	0.98	26	1.1	-1.5	44
COCCNCC(=O)C12CC3CC(CC(C3)C1)C2	2%	0.9	-4	3	1	-15	1.1	-0.6	-7
CCN(Cc1cc2cccc(C)c2[nH]c1=O)C(=O)c1ccccc1OC	7%	0.9	-6	-12	1	-7	1.5	-0.9	-10
CCN1CCN(C(c2cc(OC)ccc2OC)c2nnnn2Cc2ccccc2)CC1 (configuration not stated)	10%	0.9	-1	-13	0.99	2	1.1	-2.3	15
O=C(C1CCCN1S(=O)(=O)c1ccc(Cl)c(Cl)c1)N1CCCCC1 (configuration not stated)	5%	1	1	-1	0.98	-14	1.1	-2.2	5
CN1C(=O)N2CN(C3CCCCC3)CN3C(=O)N(C)C1C23 (configuration not stated)	3%	0.9	.	.	1	.	1.1	.	.
CC(=O)N(c1ccc2oc(=O)sc2c1)S(=O)(=O)c1ccccc1	6%	1	2	1	1	17	1	-0.9	-22
COc1ccc(C2NC(c3ccc(OC)c(OC)c3OC)C(C)C(=O)C2C)c(OC)c1OC (configuration not stated)	2%	0.9	-2	-15	1	9	1	-1.9	46

This part in full, previewed entries included:
SMILES	NADH coupling	TNAP act DEA	MMP13 inh	RORA act	A340 absorber	5-HT1A blocker	Autofluor 339	5HT1a ag	SF-1 act
COC(=O)c1ccc(NC(=O)CCc2c(C)nc3ncnn3c2C)cc1	6%	0.9	-2	-16	1	1	1.1	-2.1	-8
COc1ccc(C(c2nnnn2Cc2cccs2)N2CCN(c3ccccc3F)CC2)cc1 (configuration not stated)	4%	0.9	-1	-17	0.98	32	1.1	-2.5	-2
COc1cc(OC)cc(C(=O)NC(C(=O)NCCN(C)C)C23CC4CC(CC(C4)C2)C3)c1 (configuration not stated)	5%	0.9	-4	21	1	12	1.1	-3.9	13
COCCNC(=O)C(c1ccc(F)cc1)N(Cc1ccco1)C(=O)CCC(=O)Nc1nccs1 (configuration not stated)	6%	0.9	-8	14	1.1	-21	1.1	-1.1	0
Cc1cc(C)nc(/N=C2/NC(=O)CS2)n1	3%	1	-1	23	1.1	-3	1.1	-0.4	13
N#Cc1c(N)nc2c(c1-c1ccncc1)CCCCC2	5%	0.8	3	-14	1	-2	1.5	-0.6	-6
COc1ccc(-c2noc(N(C)CC(=O)Nc3cccc(C(F)(F)F)c3)n2)cc1	2%	1	-2	52*	0.98	26	1.1	-1.5	44
COCCNCC(=O)C12CC3CC(CC(C3)C1)C2	2%	0.9	-4	3	1	-15	1.1	-0.6	-7
CCN(Cc1cc2cccc(C)c2[nH]c1=O)C(=O)c1ccccc1OC	7%	0.9	-6	-12	1	-7	1.5	-0.9	-10
CCN1CCN(C(c2cc(OC)ccc2OC)c2nnnn2Cc2ccccc2)CC1 (configuration not stated)	10%	0.9	-1	-13	0.99	2	1.1	-2.3	15
O=C(C1CCCN1S(=O)(=O)c1ccc(Cl)c(Cl)c1)N1CCCCC1 (configuration not stated)	5%	1	1	-1	0.98	-14	1.1	-2.2	5
CN1C(=O)N2CN(C3CCCCC3)CN3C(=O)N(C)C1C23 (configuration not stated)	3%	0.9	.	.	1	.	1.1	.	.
CC(=O)N(c1ccc2oc(=O)sc2c1)S(=O)(=O)c1ccccc1	6%	1	2	1	1	17	1	-0.9	-22
COc1ccc(C2NC(c3ccc(OC)c(OC)c3OC)C(C)C(=O)C2C)c(OC)c1OC (configuration not stated)	2%	0.9	-2	-15	1	9	1	-1.9	46
CC(C)(C)NC(=O)C(c1ccccc1)N(C(=O)c1ccco1)C1CC1 (configuration not stated)	7%	0.9	4	-5	1	-13	1.1	0.6	-6
CCCCOC(=O)CCn1[nH]c(=O)c2ccccc2c1=O	10%	0.9	2	0	1	-4	1.1	-0.5	-4
Cc1cc(C)cc(Nc2cc(=O)n(C3CCCCC3)c(=O)[nH]2)c1	4%	1	2	-6	1	24	1.1	-2.6	24
COc1ccccc1C(=O)NCCc1nc2ccccc2[nH]1	6%	0.9	2	5	1	-22	1.1	2.5	-2
O=C(c1cnc2n(c1=O)CCS2)N1CCN(c2ccc(Cl)c(Cl)c2)CC1	4%	1	-3	10	1	-11	1.1	1.0	-9
O=C(CSc1nnnn1Cc1ccccc1)N1CCN(c2ccccc2)CC1	2%	0.9	1	9	1.1	0	1.1	-1.5	19
Cn1nnnc1SCC(=O)NCc1cccc(C(=O)O)c1	5%	0.8	3	-14	0.97	10	1.1	0.3	-13
CC(C)=CCCC(C)NC(=O)NC1CCCCC1 (configuration not stated)	2%	0.9	-8	19	0.99	12	1	-2.0	9
COc1ccc(-c2noc(Cc3ccccc3OC)n2)cc1	2%	0.9	-2	-7	1	-3	1.1	-1.9	22
Nc1nonc1C(=O)NCCNCc1cc(Br)ccc1OCc1ccccc1F	3%	0.9	7	-38	0.98	52*	1	-1.1	-46
CC(C)CC(=O)N=C1SC2CS(=O)(=O)CC2N1CCc1ccccc1 (configuration not stated)	0%	1	0	-3	1.1	0	1.1	1.2	-7
COC(=O)c1cc2ccsc2n1Cc1nc(-c2ccc(OC)cc2)oc1C	3%	0.9	0	-25	1.1	14	1	0.3	0
O=C(OCCCN1CCCCC1)c1ccc(O)cc1	5%	0.8	0	8	1	-6	1.1	-4.4	-19
N#Cc1c2n(c3c(=O)n(Cc4ccccc4Cl)cnc13)CCCCC2	6%	0.9	9	-25	1	0	1.1	-0.1	-10
OCCN1CCN(c2ncnc3ccc(Br)cc23)CC1	8%	1	3	-20	1.1	24	1	3.2	-2
CC(C)Cn1c(N)c(C(=O)COC(=O)c2ccc3ccccc3n2)c(=O)n(C)c1=O	1%	0.9	-1	-26	1.1	-7	1.1	0.6	3
COC(=O)COC(=O)c1ccc(-n2nnnc2SC)cc1	5%	0.9	1	-11	1	-10	1.1	19	-1
CCCCCNC(=O)C(C#N)c1nc2ccccc2nc1N1CCCC1 (configuration not stated)	10%	0.8	-10	7	1.1	2	2.4*	1.2	7
CCOC(=O)c1[nH]c2ccc(OC)cc2c1NC(=O)C(C)N1CCC2(CC1)OCCO2 (configuration not stated)	8%[fluoresces]	1	-118[fluorescence artefact?]	2	1.1	-15	3.8*	2.2	6
Nc1ccc(C(=O)OCc2nc3ccccc3[nH]2)cc1	6%	1	-2	-12	1	-3	1	-2.6	21
Cc1cc(C)c(S(=O)(=O)NCCCN2CCOCC2)cc1Br	0%	0.9	4	-18	1	12	1.1	-0.9	-4
N#Cc1cccc(NC(=O)NCCc2c[nH]c3ccccc23)c1	9%	0.9	9	4	1	9	1.1	-0.7	-42
CCN(CC)S(=O)(=O)c1ccc2oc(C(=O)NC(C)C)c(C)c2c1	2%	0.9	6	-4	1	2	1.1	1.5	-4
CC(=O)Nc1nc(-c2ccc(Br)s2)cs1	3%	1	-2	3	1	1	1	-1.1	20
CC(/C=N/O)Cc1ccc2c(c1)OCO2 (configuration not stated)	2%	1	5	4	0.99	0	1.1	-0.1	-1
CCOc1nc(C)ccc1-c1noc(C)n1	6%	0.9	2	-20	0.98	-1	1.1	-1.7	-10
CCn1c(SCC(=O)N2CCCc3ccccc32)nc2c1c(=O)n(C)c(=O)n2C	4%	0.9	-1	12	1	-24	0.91	5.1	-8
Cc1cc(C(=O)CSc2nnc(NCc3ccccc3)s2)c(C)n1C	4%	1	6	6	1.1	-3	1.1	-2.2	23
CC(=O)NCCn1c(SCc2cc(=O)n3cc(Cl)ccc3n2)nc2ccccc2c1=O	18%	0.9	3	-5	1.1	-3	2.1*	1.6	-6
CCOC(=O)CNC(=O)c1sc2nc(C)cc(C)c2c1N	13%[fluoresces]	0.9	-34	18	1.1	-2	3.9*	1.8	7
CCCSc1nc2c(cnn2-c2ccc(C)c(C)c2)c(=O)[nH]1	3%	0.9	-1	4	1.1	-17	1.1	-2.1	-8
CCCCCCc1nc2c(=O)[nH]c3ccccc3c2o1	3%	0.9	5	2	1	-9	1.2	-2.3	-8
COc1ccc(N(Cc2cc3cc(OC)ccc3[nH]c2=O)S(C)(=O)=O)cc1	12%	0.9	-19	-1	1	-8	3*	-0.6	-12
CCCc1c(C)c2cccc(C)c2[nH]c1=O	4%	0.9	0	4	1.1	-16	1.2	-0.7	-2
O=C(Cn1nnc(-c2ccccc2)n1)N1CCN(S(=O)(=O)c2ccc(Cl)cc2)CC1	5%	0.9	3	-5	1	-13	0.98	-0.4	11
COc1ccccc1CNC(=O)C1CCCN(S(C)(=O)=O)C1 (configuration not stated)	0%	1	-2	-3	1.1	-8	1.1	1.8	-7
Cc1nc2c(-c3ccc(F)cc3)c(C)nn2c(C)c1CCC(=O)N1CCN(c2ccccn2)CC1	2%	0.9	7	-12	1.1	-6	1.1	-0.3	-1
Cc1ccc(Cl)cc1NS(=O)(=O)c1c(C)[nH]c(=O)[nH]c1=O	2%	0.8	-3	-13	1	-5	1.2	-4.8	18
COCc1cc(=O)[nH]c(SCC(=O)Nc2ccccc2)n1	6%	0.9	1	-8	0.98	-10	1.1	-2.4	10
O=C(COc1ccc2ccccc2c1Br)Nn1cnnc1	4%	1	1	-13	1.1	-4	1.1	-2.2	7
COC(=O)c1sc2nc(-c3ccccc3)nc(N3CCN(C)CC3)c2c1C	10%	0.9	-18	14	1.1	-3	1.7	1.4	3
CCCn1c(=O)c2ccccc2n2c(SCCOc3ccccc3)nnc12	6%	0.9	-11	-16	0.99	3	1.1	1.5	-7

Screening data as filed in PubChem.
